Insulin prom up = MIN6 insulin promoter up-regulation. MIN6 insulin promoter-GFP reporter, high-content imaging; active compounds read high. 0.3% of 190,000 active. AID 1625. z-score at 5 µM;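 active = z-score above 3 at 5 µM with at least 500 cells counted in the well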
CSM14.1 death rescue = protection against thapsigargin-triggered cell killing – 384-well, CSM14.1, ATP luminescence, primary screen (AID 1222) | 190,000 tested, under 10 active | cellular ATP content (survival), % at 20 µM; hits with a dose series show EC50 in µM | CSM14.1 thapsigargin-induced death rescue, ATP luminescence; higher % means a stronger effect;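 active = EC50 below 50 µM in the dose-response confirmation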;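 also: death triggered by thapsigargin at about 15 µM added after 2 h compound pretreatment; cell ATP read after overnight thapsigargin exposure of roughly 18 to 22 hours; normalized against plate controls of thapsigargin alone and 5% DMSO vehicle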
Dynein cargo inh = dynein cargo transport inhibition. 3617.4 mouse cells, GR-EGFP nuclear translocation imaging; test concentration mostly 20 µM; stimulated with dexamethasone, 1 µM; active compounds read low. z-score, hits read low. 0.47% of 220,000 active. AID 1381;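 active = plate z-score of nuclear minus cytoplasmic receptor signal below a set negative limit, without overly bright fluorescence or cell loss, cut at about -3.5 in these data, passing the limit was not always enough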;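 also: z-score of nuclear minus cytoplasmic ring GR-EGFP intensity difference per well; some compounds called inactive have numbers as strong as hits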
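Buffer or medium: tet-free medium with charcoal-stripped serum / Also added: dexamethasone agonist, 1.0 µM final, for 30 min / Timing: induction 48 h, compound 1 h, agonist 30 min / Measured by: high-content fluorescence imaging after fixation / Read-out: nuclear-to-cytoplasmic GR-EGFP distribution per well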
b-catenin transl = beta-catenin nuclear translocation modulation. HeLa beta-catenin nuclear translocation, immunofluorescence imaging. AID 1665. 0.3% of 190,000 active. nuclear translocation activity, % at 5 µM;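 active = nuclear translocation activity above 50% at 5 µM, with a well cell count of 50 or more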;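 also: per-cell ratio of nuclear to cytoplasmic median beta-catenin stain intensity; plate controls were DMSO negative control for no effect and GSK-3 inhibitor IX positive control for full effect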
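Technique: fluorescence imaging of beta-catenin antibody stain plus DAPI / Material: human HeLa cell line / Incubation: compound treatment 24 h, 37°C, 5% CO2 / Read-out basis: % activation of per-cell nuclear versus cytoplasmic median beta-catenin signal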
M1AAP inhibition = malaria alanyl aminopeptidase activity blockers – biochemical, fluorogenic H-Leu-NHMec substrate, 1536-well (AID 1445); recombinant M1AAP, H-Leu-NHMec fluorogenic kinetic assay; higher % means a stronger effect; one-dose inhibition, % at 30 µM; IC50 in µM for titrated hits; 0.42% of 220,000 active;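 active = primary inhibition above the hit cutoff, then over 50% inhibition at one or more dose response concentrations, cut at about 23% in these data, passing the limit was not always enough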;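 also: plate controls were DMSO full reaction for no effect and no enzyme background for full effect; strong numbers were not always called active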
Autophagy HCS = autophagy modulation, high-content screen. MEF GFP-LC3 puncta imaging; test concentration mostly 10 µM. calls only at 10 µM (by protocol). 0.98% of 190,000 active;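 active = percentage of spot-positive cells more than 3 SD above its plate mean, without a fluorescence outlier flag or 80% toxicity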;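 also: spot-positive cell cutoff set from DMSO-treated cells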
P. falciparum M17LAP = P. falciparum M17LAP inhibitors, primary screen, biochemical, fluorogenic H-Leu-NHMec substrate, 1536-well (AID 1619) | 0.38% of 220,000 active | recombinant M17LAP, H-Leu-NHMec fluorogenic kinetic assay; higher % means a stronger effect | one-dose inhibition, % at 30 µM; IC50 in µM for titrated hits;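 active = compound inhibiting the enzyme by more than half at any dose during confirmatory dose-response retesting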;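 also: plate controls were full reaction with DMSO carrier for no effect and no enzyme background for full effect; strong numbers were not always called active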
MT stabilizer = microtubule stabilizers in HeLa cells; 0.83% of 200,000 active; % tubulin-high responders, % at 10 µM; HeLa tubulin immunostaining HCS, 24 h; share of cells brighter than vehicle mean+2SD;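 active = plate Z-score above 3 for both tubulin-high and condensed-nucleus cell shares, with cell loss under 80%, at 10 µM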;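 also: anti alpha tubulin signal scored within the nucleus-defined area of each cell; some results filed as inactive read as strong as hits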
K1F lysis inhibition = inhibition of K1F phage lysis, E. coli UTI89, bacterial capsule biogenesis inhibitors, alamar blue (AID 488966); E. coli UTI89 K1F phage lysis, alamar blue, 2 h; higher % means a stronger effect; inhibition, % at 100 µM, or IC50 in µM where a hit was titrated; 0.02% of 340,000 active;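 active = phage lysis inhibition, versus mean bacterial control, above a set limit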;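 also: capsule biogenesis inhibitors block K1F phage lysis so surviving cells raise fluorescence; higher fluorescence means more inhibition of phage lysis; actives were called in the ten point dose series up to 300 µM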
Dynein cargo inh cytoplasmic EGFP = second read-out of Dynein cargo inh, no call of its own (marks repeat the call); z-score; measured here: cytoplasmic GR-EGFP intensity; active compounds read high
Dynein cargo inh nuclear GR-EGFP = second read-out of Dynein cargo inh, no call of its own (marks repeat the call); z-score; measured here: nuclear GR-EGFP intensity;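 lower value marks the stronger effect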
Dynein cargo inh cell count = recorded beside Dynein cargo inh, whose call it bears; z-score; measured here: cell count per field
Insulin prom up cell count = also measured in Insulin prom up; calls as there; cell count; measured here: cytotoxicity, nuclei count;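 total cells summed across four imaged fields per well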
b-catenin transl cell count 5 µM = second read-out of b-catenin transl, no call of its own (marks repeat the call); cell count; measured here: cell count, cytotoxicity flag
MT stabilizer Hoechst-high % = second read-out of MT stabilizer, no call of its own (marks repeat the call); % Hoechst-high responders; measured here: nuclear condensation Hoechst responders;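 share of cells brighter than vehicle mean plus two SD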
MT stabilizer cytotoxicity % = recorded beside MT stabilizer, whose call it bears; toxicity, %; measured here: cytotoxicity by cell density;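 0% = mean cell density of plate MIN control wells and 100% = no cells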
Autophagy HCS cell loss 18 h = recorded beside Autophagy HCS, whose call it bears; toxicity, %; measured here: cell loss, nuclei count;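 cell loss after 18 h compound exposure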
Starred values were filed as active, the others as inactive; i = inactive; x = not tested or not shown; + = active, no number; [ ] = another dose, or the depositor's remark.

SMILES	Insulin prom up	Insulin prom up cell count	CSM14.1 death rescue	Dynein cargo inh	Dynein cargo inh cytoplasmic EGFP	Dynein cargo inh nuclear GR-EGFP	Dynein cargo inh cell count	b-catenin transl	b-catenin transl cell count 5 µM	M1AAP inhibition	Autophagy HCS	Autophagy HCS cell loss 18 h	P. falciparum M17LAP	MT stabilizer	MT stabilizer Hoechst-high %	MT stabilizer cytotoxicity %	K1F lysis inhibition
COC(=O)Cc1cnc(NC(=O)C2C3CCC(C3)C2C(=O)O)s1 (stereo unspecified)	0.61	1200	-2.5%	0.59	-0.16	0.41	0.24	x	x	6%	i	-5	10%	2.9	1.6	3.1	0.1%
CCOC(=O)c1c(C)oc2ccc(OCC(=O)N(CC)CC)cc12	-0.13	1842	1.0%	1	-0.17	-0.2	0.15	0.0	927	5%	i	5	27%	2.8	1.1	9.7	0.5%
Cc1nn(C)c(=O)n1N(C)c1ncc(C(F)(F)F)cc1Cl	0.29	1273	x	0.21	-0.27	-0.25	0.13	-3.1	1118	0%	i	1	-6%	4.6	1.2	7.6	0.2%
COc1cc(C(=O)Nc2cc(C)ccn2)cc(OC)c1OC	-0.09	1740	-2.4%	-0.28	-0.24	-0.2	-1	0.7	856	1%	i	0	3%	1.5	2.8	1.7	-0.1%
Cc1ccoc1C(=O)NCCNc1ccc(Cl)cc1[N+](=O)[O-]	0.61	1412	-1.1%	-0.44	-0.27	-0.56	0.66	-4.5	574	2%	i	5	1%	2.5	3.4	4.1	7.2%
Cn1nnnc1NCc1cccc(Cl)c1Cl	-0.23	1503	1.9%	0.22	-0.13	0.46	-0.25	0.3	1507	12%	i	-20	-7%	3.0	1.6	9.4	0.3%
COc1ccc2c(c1)c1ncn(Cc3ccc(F)cc3)c(=O)c1n2C	-1.1	1073	x	0.068	-0.26	-0.074	0.26	0.7	1323	3%	x	x	-10%	x	x	x	x
O=C(O)CSc1ccnc2cc(Cl)ccc12	0.67	981	x	0.97	-0.25	1	-0.068	-0.2	1338	1%	x	x	-6%	x	x	x	-2.9%
Cc1cc(O)c(C(C)C)cc1C1(c2cc(C(C)C)c(O)cc2C)OC(=O)c2ccccc21	-0.88	779	x	0.22	-0.86	-0.22	-0.24	-0.4	1328	4%	x	x	16%	x	x	x	0.7%
Cc1sc2ncnc(N3CCCCC3C)c2c1C (stereo unspecified)	-4.4	836	1.8%	-0.21	-0.17	0.12	0.022	-1.3	894	8%	i	-3	-1%	4.2	2.6	4.7	0.0%
O=Cc1ccc(Oc2ncccn2)cc1	0.57	1233	0.5%	0.0017	-0.33	0.11	0.37	-0.8	1027	2%	i	6	1%	3.2	2.2	5.8	0.1%
CCCCCn1c(=O)[nH]c2cc(C(=O)NCc3ccc4c(c3)OCO4)ccc2c1=O	-0.59	1443	-0.2%	-0.031	-0.02	0.66	-1.1	-0.7	1325	-2%	i	10	1%	11	2.2	4.4	0.2%
O=C(Nc1ccccc1-c1ccccc1)c1cccs1	-1	1359	1.6%	0.14	-0.28	0.24	-0.31	-0.1	1005	4%	i	16	-2%	1.8	0.7	1.0	-1.4%
CC(=O)N/N=C/c1cc(C)n(-c2ccc(Br)cc2)c1C	-0.59	1287	-4.6%	0.21	-0.26	0.22	0.44	-2.2	1007	7%	i	11	1%	6.2	1.8	0.5	3.5%[50 µM]
Cc1cccc(/C=C2/C(=O)/C(=C/c3ccccc3C)C3CCC2N3C)c1 (stereo unspecified)	-0.69	943	0.8%	5.5	-0.12	3.2	-1.4	-2.3	1426	14%	i	-23	-2%	2.5	1.6	5.3	0.3%
CC(C)OCCCNC(=O)C(=O)N/N=C/c1ccc(OCc2ccccc2)cc1	0.17	1406	x	1.4	-0.2	0.43	-0.98	0.4	1047	3%	x	x	-4%	x	x	x	x
CC(C)C1COC(c2cccn2Cc2ccccc2Cl)=N1 (stereo unspecified)	-0.18	1275	-1.5%	-0.55	-0.33	0.38	0.86	0.3	1034	-6%	i	8	-4%	6.0	2.4	5.3	0.1%
COc1ccc(-c2nc(C#N)c(N3CCN(c4cccc(Cl)c4)CC3)o2)cc1OC	-0.18	803	4.5%	x	x	x	x	0.9	1088	x	x	x	x	x	x	x	0.2%
O=C(NC1CCCCCC1)C1CCN(S(=O)(=O)c2ccc(F)cc2)CC1	0.59	1415	-0.3%	-0.068	-0.21	0.072	0.35	-0.8	768	3%	i	-4	-4%	1.6	0.8	3.4	0.6%
Cc1cc(CC(=O)O)c(C)cc1CC(=O)O	1.3	1170	-2.5%	-1	-0.29	-0.23	0.49	-8.2	915	0%	i	0	5%	4.0	2.8	10	0.3%
O=C(COc1ccc2ccccc2c1)N/N=C/c1ccccn1	-0.12	1677	0.3%	-0.14	-0.16	0.32	0.079	2.5	975	x	i	-13	x	2.8	1.8	6.8	-1.6%
Cn1cc(/C=C(\C#N)C(=O)Nc2cccc([N+](=O)[O-])c2)c2ccccc21	x	x	0.4%	0.39	-0.08	0.38	-0.21	0.5	434	1%	+	14*	1%	1.8	0.5	2.0	-0.3%
CC(C)C(c1nnnn1C1CCCCC1)N1CCc2ccccc21 (stereo unspecified)	0.54	907	2.1%	-1.4	-0.21	-0.6	4.7	0.1	1150	2%	i	18	8%	4.4	1.8	8.5	4.7%
OCC1(Cc2ccc(Cl)cc2)CCN(Cc2ccc(F)c(F)c2)CC1	-1	1093	x	-0.51	-0.18	-0.29	0.32	1.3	1344	5%	x	x	0%	x	x	x	0.3%
O=C(CCN1C(=O)c2cccc3cccc(c23)C1=O)NCc1ccco1	-0.35	1504	-0.4%	-0.73	-0.34	-0.62	0.95	0.5	1506	9%	i	0	13%	0.9	2.4	7.6	0.3%
CCOC(=O)c1[nH]c(COC(=O)C2CC(=O)N(Cc3ccccc3)C2)c(C(=O)OCC)c1C (stereo unspecified)	x	x	1.3%	0.42	-0.25	-0.43	-0.86	-4.9	1186	11%	i	-2	-10%	5.5	2.0	6.9	-1.2%
CCOC(=O)c1cc2sccc2n1CC(=O)OC	-0.09	1315	-3.8%	0.7	-0.15	0.069	0.2	-2.3	1205	5%	i	-6	4%	0.7	0.8	5.8	-0.8%
Cc1ccc(S(=O)(=O)c2c(C)nn(C(C)(C)C)c2OC(=O)C2CCCC2)cc1	-0.07	1286	-0.9%	-0.56	-0.27	-0.16	0.29	-2.2	1331	5%	i	-12	1%	3.8	3.4	5.1	0.5%

Compound profiles, as listed above. Screens in order: Insulin prom up | Insulin prom up cell count | CSM14.1 death rescue | Dynein cargo inh | Dynein cargo inh cytoplasmic EGFP | Dynein cargo inh nuclear GR-EGFP | Dynein cargo inh cell count | b-catenin transl | b-catenin transl cell count 5 µM | M1AAP inhibition | Autophagy HCS | Autophagy HCS cell loss 18 h | P. falciparum M17LAP | MT stabilizer | MT stabilizer Hoechst-high % | MT stabilizer cytotoxicity % | K1F lysis inhibition
Profile of Cc1cccc(/C=C2/C(=O)/C(=C/c3ccccc3C)C3CCC2N3C)c1 (stereo unspecified) = -0.69 | 943 | 0.8% | 5.5 | -0.12 | 3.2 | -1.4 | -2.3 | 1426 | 14% | i | -23 | -2% | 2.5 | 1.6 | 5.3 | 0.3%
Profile of O=C(COc1ccc2ccccc2c1)N/N=C/c1ccccn1 = -0.12 | 1677 | 0.3% | -0.14 | -0.16 | 0.32 | 0.079 | 2.5 | 975 | x | i | -13 | x | 2.8 | 1.8 | 6.8 | -1.6%

Reprinted at random: 2 records from the list, in no set order.
SMILES	Insulin prom up	Insulin prom up cell count	CSM14.1 death rescue	Dynein cargo inh	Dynein cargo inh cytoplasmic EGFP	Dynein cargo inh nuclear GR-EGFP	Dynein cargo inh cell count	b-catenin transl	b-catenin transl cell count 5 µM	M1AAP inhibition	Autophagy HCS	Autophagy HCS cell loss 18 h	P. falciparum M17LAP	MT stabilizer	MT stabilizer Hoechst-high %	MT stabilizer cytotoxicity %	K1F lysis inhibition
Cn1cc(/C=C(\C#N)C(=O)Nc2cccc([N+](=O)[O-])c2)c2ccccc21	x	x	0.4%	0.39	-0.08	0.38	-0.21	0.5	434	1%	+	14*	1%	1.8	0.5	2.0	-0.3%
Cc1ccc(S(=O)(=O)c2c(C)nn(C(C)(C)C)c2OC(=O)C2CCCC2)cc1	-0.07	1286	-0.9%	-0.56	-0.27	-0.16	0.29	-2.2	1331	5%	i	-12	1%	3.8	3.4	5.1	0.5%

Screening results (PubChem)
